# From PubChem
# Luc counter: counter-screen: inhibitors of Kinase-Glo firefly luciferase; Q27757; Kinase-Glo luciferase, ATP luminescence, 8 min; Potency, µM (highest dose often 38.3 µM), for the others: at the highest dose activity change, negative = inhibition, most hits filed as inhibitors; 0.28% of 200,000 active; AID 1379; note: potency is the fitted concentration of half-maximal effect; % is set by controls: 0 for no effect and ±100 for the full control effect; nearly all actives have a fitted effect of over 60% in size
#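 Light output from Kinase-Glo luciferase with luciferin and 10 uM ATP in 50 mM imidazole pH 7.2, KCl, MgCl2, Tween 20, BSA; compound pin-delivered, 8-min ambient incubation, then luminescence read.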
# LMNA splice mod: changes lamin A minigene splicing in HeLa cells. Potency, µM (doses to about 46.1 µM), without a hit: at the highest dose ratio change, negative = inhibition, actives largely listed as inhibitors. HeLa LMNA splicing GFP/RFP minigene ratio, 48 h. 0.01% of 200,000 active; active = well fitted inhibition curve with a large enough effect in the signal ratio, with a control signal flat, not every such curve was filed as active; inconclusive = small, poorly fitted or top-dose-only effect, or effect the other way, or a change in a side signal; the % refers to the signal ratio; note: potency is the fitted concentration of half-maximal effect; % is set by controls: 0 for no effect and ±100 for the full control effect
#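 Read-out is the ratio of GFP to DsRed2 object intensity, acquired by 488 nm laser-scanning cytometry on HeLa lamin A-EGFP minigene reporter cells. Compound incubation 48 hrs at 37 °C in Opti-MEM with 2% FBS; DMSO 0.5% final.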
# CBFb RUNX1 block: blocks binding between human CBF-beta and RUNX1. 230,000 tested, under 10 active. AID 1477. Potency, µM (top dose mostly 59.8 µM), for inactives: at the highest dose activity, negative = inhibition, most hits filed as inhibitors. AlphaScreen CBFb-His/RUNX1-biotin binding, biochemical. Q01196+Q13951; note: % of control where 0% means no effect
# Target sequence (Q01196 whole entry, looked up): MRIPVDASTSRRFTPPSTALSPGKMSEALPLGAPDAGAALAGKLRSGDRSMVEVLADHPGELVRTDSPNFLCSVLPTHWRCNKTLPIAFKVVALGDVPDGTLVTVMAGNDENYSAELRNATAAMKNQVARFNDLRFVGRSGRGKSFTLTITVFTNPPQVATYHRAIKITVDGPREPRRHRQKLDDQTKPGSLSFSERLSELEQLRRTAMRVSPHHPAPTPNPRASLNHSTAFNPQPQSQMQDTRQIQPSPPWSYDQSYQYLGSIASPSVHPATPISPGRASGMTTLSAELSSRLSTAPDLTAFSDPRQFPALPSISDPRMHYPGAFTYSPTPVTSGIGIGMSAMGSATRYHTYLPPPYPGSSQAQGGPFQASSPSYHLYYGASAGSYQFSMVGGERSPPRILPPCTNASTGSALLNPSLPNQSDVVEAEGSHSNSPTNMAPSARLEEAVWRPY
# Target sequence (Q13951 whole entry, looked up): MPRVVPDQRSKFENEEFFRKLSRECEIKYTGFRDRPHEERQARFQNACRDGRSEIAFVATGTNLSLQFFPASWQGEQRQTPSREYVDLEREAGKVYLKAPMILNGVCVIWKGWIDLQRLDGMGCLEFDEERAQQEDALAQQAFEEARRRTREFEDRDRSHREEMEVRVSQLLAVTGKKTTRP
#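 Bead-based AlphaScreen assay; binding partners His-tagged CBF-beta and biotinylated RUNX1 at 30 nM each. Compound exposure 15 min after a 20-min protein preincubation; bead step 90 min; all steps at room temperature.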
# HTT aggregate: reduces HttQ103-GFP aggregates in PC12 cells | PC12 HttQ103-GFP aggregates, Acumen cytometry, 40 h | Potency, µM (titrated, usually from 46.1 µM), inactives show at the highest dose activity change, negative = inhibition, actives largely listed as inhibitors | 1.1% of 220,000 active; note: potency is the fitted concentration of half-maximal effect; % is set by controls: 0 for no effect and ±100 for the full control effect; nearly all actives have a fitted effect of over 60% in size
#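 Ecdysone-promoter PC12 model expressing HTT exon 1 Q103 fused to GFP, induced by tebufenozide at 100 nM final. Compounds titrated; aggregates sized 1–25 µm scored on a 488 nm laser cytometer.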
# NPSR antag: antagonists of human neuropeptide S receptor cAMP signaling; Q6W5P4; CHO-NPSR cells, cAMP TR-FRET, antagonist mode; Potency, µM (highest dose often 38.3 µM), for inactives: at the top dose activity change, negative = inhibition, hits mostly inhibitors; 1% of 220,000 active; AID 1461; note: potency is the fitted concentration of half-maximal effect; % is set by controls: 0 for no effect and ±100 for the full control effect; nearly all actives have a fitted effect of over 50% in size; many of its hits are not listed in these tables
# Target sequence (Q6W5P4 whole entry, looked up): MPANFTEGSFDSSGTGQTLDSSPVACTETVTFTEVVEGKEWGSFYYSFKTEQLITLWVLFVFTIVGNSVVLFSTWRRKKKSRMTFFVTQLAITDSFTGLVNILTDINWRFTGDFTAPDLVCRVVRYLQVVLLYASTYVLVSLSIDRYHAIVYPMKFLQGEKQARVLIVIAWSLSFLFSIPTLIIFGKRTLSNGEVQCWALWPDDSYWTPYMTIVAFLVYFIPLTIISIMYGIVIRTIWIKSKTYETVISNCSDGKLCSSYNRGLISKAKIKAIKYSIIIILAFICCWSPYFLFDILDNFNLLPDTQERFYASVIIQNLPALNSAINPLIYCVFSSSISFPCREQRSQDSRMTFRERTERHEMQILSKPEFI
# Epigenetic derep: epigenetic control regulation, reporter derepression | murine LDR cells, GFP reporter derepression, 30 h | Potency, µM (doses to about 53.9 µM), for the others: at the top dose GFP activation, usual class: activators | 0.2% of 280,000 active | AID 1865; note: potency is the fitted concentration of half-maximal effect; % of control where 0% means no effect; nearly all actives have a fitted effect of over 60% in size
#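 GFP-positive cell count by laser-scanning cytometry (objects 20–120 um) after 30 h, 37 C compound exposure of murine LDR cells; reporter is CMV-GFP integrated at a silenced locus, inducible by HDAC or DNMT inhibitors.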
# IMPase Li cell: IMPase inhibition in cells with lithium potentiation | CHO-M1 cells, IP1 TR-FRET (IP-One), carbachol + lithium | 0.35% of 210,000 active | Potency, µM (top dose mostly 59.4 µM), for the others: at the highest dose activity, negative = IMPase inhibition, actives largely listed as inhibitors;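 note: IP1 builds up when IMPase is blocked and the TR-FRET signal falls; potency is the fitted concentration of half-maximal effect; plate controls were basal vehicle for no effect and high inhibitor control for full effect; nearly all actives have a fitted effect of over 50% in size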
#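 Test compounds were applied to CHO-M1 cells previously cultured for 16–30 h at 2000 per well. A small lithium amount accompanied them; after 30 min at 37C, IP1 was quantified by TR-FRET.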
# An asterisk follows results filed as active; ? = inconclusive; . = not tested or not shown; & = joins results of further samples; [ ] = dose if it differs, or a comment. Unless noted, calls come from the whole dose curve; as a rule, active = well fitted curve in the direction sought with a large enough effect; inconclusive = small, poorly fitted or top-dose-only effect, or another doubt; inactive = no such curve, though single readings can be large; an effect the other way counts as inactive or inconclusive. A portion of the library, so the mix of outcomes need not match the whole.
SMILES,Luc counter,LMNA splice mod,CBFb RUNX1 block,HTT aggregate,NPSR antag,Epigenetic derep,IMPase Li cell
O=C(NCc1ccc2c(c1)OCO2)c1ccc(C2SCC(=O)N2Cc2ccco2)cc1 (stereo not drawn),-3%,-6%,.,2%,-16%[46.1 µM],1.1%,?
Cc1cc(NCCN2CCCCC2)n2c(nc3ccccc32)c1C#N,1%,-20%,10%,-3%,6%[46.1 µM],7.9%,35%[38.3 µM]
CCCCCCCCn1c(=O)c(C(=O)OC)c(N)c2ccccc21,.,.,6%,-6%[9.22 µM],?,0.1%,.
CCC(=O)NC(=S)Nc1ccc(S(=O)(=O)NC(C)C)cc1,6%,?,1%,17%,4%[46.1 µM],-1.0%,8%[38.3 µM]
CS(=O)(=O)N(CC(=O)N1CCN(Cc2ccc3c(c2)OCO3)CC1)C1CCCCC1,-3%,?,-1%,13%[9.22 µM],2%,5.2%,4%
O=C(CNC(=O)c1ccc(Cl)cc1Cl)OCc1nc2ccccc2s1,1%,-13%,1%,5%,18%,-1.0%,-6%
CCC(=O)N1CCc2cc(Br)cc(S(=O)(=O)NCc3ccco3)c21,1%,-8%,21%,15%,17%[46.1 µM],3.3%,3%
COc1cc(OC)cc(-c2nc3ccccc3c(=O)o2)c1,-4%,-9%,8%,21%,1%[46.1 µM],-1.0%,-8%
CC1CCCCN1C(=O)Cn1cc(/C=C2/C(=O)Nc3ccccc32)c2ccccc21 (stereo not drawn),0%,-13%,?,-28%,?,1.7%,7%[38.3 µM]
O=c1c(-c2ccc(Br)cc2)coc2c(CN3CCOCC3)c(O)ccc12,-2%,-24%,3%,6%,-18%[46.1 µM],-7.9%,27%[38.3 µM]
COc1ccc(-n2nnnc2-c2cn(C)nc2C(F)(F)F)cc1,-1%,4%,-4%,?,-9%[46.1 µM],0.0%,7%[38.3 µM]
COc1ccc(-c2c(C)nn3c(-c4ccccc4)cc(C)nc23)cc1,7%,.,?,-8%,-44%,0.4%,16%
COc1ccc(-c2nc3ccc(N4CCN(C)CC4)cc3c(=O)[nH]2)cc1,0%,-2%[46 µM],15%,21%[9.22 µM],9%,-5.1%,7%
COCCCNC(=O)Cc1ccccc1OC,2%,4%,-1%,0%,12%[46.1 µM],0.8%,26%[38.3 µM]
O=C(CSc1nnnn1-c1ccc(O)cc1)N1N=C(c2ccc3ccccc3c2)CC1c1ccccc1 (stereo not drawn),-1%,.,-5%,7%,-23%,1.0%,-2%
CC(OC(=O)c1cccnc1)C(=O)Nc1ccc2c(c1)OCO2 (stereo not drawn),-2%,2%[46 µM],-3%,10%,14%,2.9%,-2%
CN(C)CCCN(C(=O)c1cccc(N2C(=O)CCC2=O)c1)c1nc2cc3c(cc2s1)OCO3,9%,.,4%,-8%,4%,-5.2%,5%
COC(=O)c1cccc(N(C(=O)c2cnccn2)C(C(=O)NCc2ccccc2)c2ccco2)c1 (stereo not drawn),1%,1%,1%,0%,-15%[46.1 µM],-1.0%,4%[38.3 µM]
Nc1nc(Cl)nc2c1ncn2[C@@H]1O[C@H](CO)[C@H](O)[C@H]1O,-2%,?,2%,.,-8%[46.1 µM],-0.2%,-7%
Fc1cccc2sc(N3CCCC3)nc12,-5%,.,0%,-10%,17%,0.0%,5%
COC(=O)c1ccc(COC(=O)c2ccc(CS(=O)(=O)c3ccc(C)cc3)cc2)cc1,-2%,-5%,-4%,-4%,-7%[46.1 µM],0.0%,-6%[38.3 µM]
O=[N+]([O-])c1cccc(-c2csc(Nc3ccccc3)n2)c1,4%,?,?,32%[9.22 µM],59%,-3.3%,15%
COc1ccc(-n2c(C)c3c(OC)cccc(=O)c3c2C)cc1,-2%,-3%,-14%,?,-5%[46.1 µM],0.0%,-1%[38.3 µM]
CCC(=O)NC(=S)Nc1ccc(NC(=O)c2ccc(OC)cc2)cc1,0%,-6%,1%,4%,1%,-1.0%,?
COc1ccccc1NS(=O)(=O)c1ccc2oc(SCc3ccc(F)cc3)nc2c1,-2%,?,-12%,-5%,-29%,-2.4%,-5%

# Structural class, the entries above containing bromine.
SMILES,Luc counter,LMNA splice mod,CBFb RUNX1 block,HTT aggregate,NPSR antag,Epigenetic derep,IMPase Li cell
CCC(=O)N1CCc2cc(Br)cc(S(=O)(=O)NCc3ccco3)c21,1%,-8%,21%,15%,17%[46.1 µM],3.3%,3%
O=c1c(-c2ccc(Br)cc2)coc2c(CN3CCOCC3)c(O)ccc12,-2%,-24%,3%,6%,-18%[46.1 µM],-7.9%,27%[38.3 µM]

# Other structures follow:
SMILES,Luc counter,LMNA splice mod,CBFb RUNX1 block,HTT aggregate,NPSR antag,Epigenetic derep,IMPase Li cell
Cc1nn(C)c(C(=O)N/N=C/c2cc3c(cc2Br)OCO3)c1Br,-5%,-1%,4%,11%,-7%,-5.0%,-5%
Cc1nc2sc3c(c2c(=O)o1)CCC3,-4%,12%,3%,-13%,-1%[46.1 µM],0.9%,22%[38.3 µM]
CC(C)CCn1c(=O)c2ccccc2n2c(CN3CCOCC3)nnc12,0%,.,1%,12%,-15%,1.1%,4%
Cc1ccc(/C=C/C(=O)Nc2ncc(C)s2)o1,-1%,-8%,-2%,?,-13%[46.1 µM],?,-1%
COC(=O)c1c(NC(=O)CC2NCCNC2=O)sc2c1CCCC2 (stereo not drawn),-3%,-10%,0%,5%,-5%[46.1 µM],-1.0%,20%[38.3 µM]
COc1ccc(F)cc1S(=O)(=O)N1CCCC(C)C1 (stereo not drawn),0%,5%,4%,25%,-9%[46.1 µM],-1.0%,25%[38.3 µM]
COC(=O)c1ccc(Oc2cc(C)nc(-n3nc(C)cc3C)n2)cc1,1%,?,-2%,26%,26%[46.1 µM],-0.3%,1%[38.3 µM]
O=[N+]([O-])c1cccc(C(=S)N2CCCC2)c1,-1%,?,10%,4%,18%,12%,10%
Cc1ccc(-c2nc(CN(C)Cc3cccc4cnccc34)c(C)o2)s1,.,.,14%,-12%[9.22 µM],7%,1.2%,13%
O=C(c1ccccc1Nc1ccc(SC(F)F)cc1)N1CCCCCC1,-5%,?,-1%,?,?,-1.1%,33%[activator][38.3 µM]
Cc1cccn2c(CN3CCSCC3)c(C(=O)N3CCOCC3)nc12,.,.,10%,1%,-3%,4.5%,.
Cn1c(SCCOc2ccccc2Cl)nnc1-c1cccs1,6%,?,-4%,11%,-15%[46.1 µM],-1.2%,27%
CSC1=N/C(=C\c2ccccc2)C(=O)N1C,-1%,6%,12%,11%,-3%[46.1 µM],3.8%,2%[38.3 µM]
COc1cccc(OC)c1-c1nn2c(-c3ccco3)nnc2s1,2%,-10%,-10%,-19%,-17%[46.1 µM],2.4%,-18%[38.3 µM]
CCOc1ccc(N(CC(=O)NC2CCCCCC2)S(=O)(=O)c2c(C)[nH]c(=O)[nH]c2=O)cc1,2%,-10%,4%,7%,-20%[46.1 µM],-0.8%,26%[38.3 µM]
C=CCn1c(SCc2cccc3ccccc23)nnc1-c1cccnc1,-1%,1%,-1%,-5%,-9%[46.1 µM],-0.3%,-3%[38.3 µM]
Cc1ccc(CN2C(=O)N/C(=C\c3cccn3-c3cccc(C(=O)O)c3)C2=O)cc1,-1%,.,10%,6%,-44%,-1.5%,-5%
CSc1nc(Cl)c(Cc2ccc(OC(C)C)cc2)c(N2CCOCC2)n1,0%,?,13%,?,-26%[46.1 µM],-1.2%,7%[38.3 µM]
O=C(CSCC(=O)Nc1ccccc1)N/N=C/c1c(O)ccc2ccccc12,.,?,-14%,-4%,-6%[46.1 µM],-0.7%,.
CC(=O)c1cc2c(cc1N/C(=N/S(=O)(=O)c1ccc(C)cc1)c1ccc(Cl)cc1)OCO2,1%,?,9%,-6%,-33%,1.3%&10%,5%
C[C@@H]1CC[C@@]2(OC1)OC1CC3C4CC=C5CC(O)CCC5(C)C4CCC3(C)C1[C@@H]2C (stereo partly drawn),3%,.,-6%,.,.,-0.3%,5%
O=C(Nc1ccccc1N1CCOCC1)c1cccnc1Cl,11%,.,5%,-7%,12%,-0.1%,-1%
O=C(c1ccc([N+](=O)[O-])cc1)N1CCSC1c1ccc(Cl)cc1 (stereo not drawn),0%,-16%,-2%,16%,-22%,-0.9%,20%
Cc1c(C(=O)OCC(=O)Nc2ccc(S(N)(=O)=O)cc2)oc2c1ccc1ccccc12,-1%,.,6%,6%,-28%,-0.3%,-1%
C/C(=N\NC(=O)c1ccc([N+](=O)[O-])cc1)c1c(O)cc(C)oc1=O,7%,.,-3%,-23%,-36%,0.1%,3%

# Later entries
SMILES,Luc counter,LMNA splice mod,CBFb RUNX1 block,HTT aggregate,NPSR antag,Epigenetic derep,IMPase Li cell
CC(C)Oc1cccc(C(=O)N2CCCC2)c1,-2%,-24%[46 µM],5%,?,5%,1.9%,3%
COc1ccccc1OCC(=O)Nn1c(=S)[nH]c2ncccc2c1=O,4%,-8%,-1%,8%,5%,-1.0%,-11%
CC1=CC(C)(C)NC(=S)N1c1ccc(C)cc1C,2%,.,-3%,8%,-15%,6.2%,2%
CCCCCCCCCCSc1n[nH]c(N)n1,-3%,3%,6%,13%,8%,3.6%,-7%
O=C(CSc1nnc(-c2ccccc2O)n1-c1ccccc1)Nc1cccc(C(=O)O)c1,-1%,11%[46 µM],-1%,5%,2%,-0.4%,6%
COc1ccc(C(C)=O)cc1COC(=O)c1ccc(N)c([N+](=O)[O-])c1,2%,-9%[46 µM],-21%,0%,-14%,5.4%,11%
O=C1CC(c2ccc(F)cc2)C2=C(CCCC2=O)N1 (stereo not drawn),0%,?,5%,-2%,-3%[46.1 µM],2.7%,1%[38.3 µM]
O=S(=O)(c1ccccc1)N1CCC(O)(CSc2ccc(F)cc2)CC1,6%,?,7%,?,7%,-1.5%,19%
Cc1[nH]n(-c2ccccc2)c(=O)c1C(=O)c1ccccc1,.,.,7%,14%[9.22 µM],-30%,2.1%,.
C/C(=N/NS(=O)(=O)c1ccccc1)c1ccc(NC(=O)C2CC2)cc1,3%,0%[46 µM],3%,1%[9.22 µM],22%,-7.3%,7%
O=C(Oc1ccc2c(c1)OCO2)c1cc2c(s1)CCC2,-15%,?,?,-15%,-26%[46.1 µM],-6.9%,7%[38.3 µM]

# Part of the list above, reduced to IMPase Li cell.
structure	IMPase Li cell
COc1ccc(C(C)=O)cc1COC(=O)c1ccc(N)c([N+](=O)[O-])c1	11%
C/C(=N/NS(=O)(=O)c1ccccc1)c1ccc(NC(=O)C2CC2)cc1	7%
